Screening data: PubChem BioAssay, National Center for Advancing Translational Sciences (NCATS)
Lamin A splicing: changes lamin A minigene splicing in HeLa cells | HeLa LMNA splicing GFP/RFP minigene ratio, 48 h | Potency, µM (series often up to 46.1 µM), without a hit: at the top dose ratio change, negative = inhibition, most hits filed as inhibitors | 0.01% of 200,000 active; active = well fitted inhibition curve with a large enough effect in the signal ratio, with a control signal flat, not every such curve was filed as active; inconclusive = small, poorly fitted or top-dose-only effect, or effect the other way, or a change in a side signal; the % refers to the signal ratio; also: % is scaled to controls: 0 for no effect and ±100 for the full control effect
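S3 HeLa cells stably expressing lamin A-EGFP splicing minigene plus DsRed2, 600 cells/well, 48 h compound exposure at 37C. Laser-scanning cytometry; analysed as GFP (500-530 nm)/RFP (575-640 nm) total intensity ratio; 0.5% DMSO vehicle.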
KDM4E inh: JMJD2E (human) inhibition; B2RXH2; JMJD2E catalytic domain, FDH-coupled NADH fluorescence (FDH is formaldehyde dehydrogenase); Potency, µM (titrated, usually from 57.1 µM), for the others: at the highest dose activity change, negative = inhibition, usual class: inhibitors; 1.6% of 230,000 active; AID 2147; active = well fitted inhibition curve with a large enough effect, not every such curve was filed as active; inconclusive = small, poorly fitted or top-dose-only effect, or another doubt; inactive = no such curve, though single readings can be large or run the other way;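 also: 0% = wells with enzyme and -100% = buffer wells without enzyme; nearly all actives have a fitted effect of over 50% in size; many of its hits are not listed in these tables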
Target sequence (B2RXH2 1-337 limits assumed): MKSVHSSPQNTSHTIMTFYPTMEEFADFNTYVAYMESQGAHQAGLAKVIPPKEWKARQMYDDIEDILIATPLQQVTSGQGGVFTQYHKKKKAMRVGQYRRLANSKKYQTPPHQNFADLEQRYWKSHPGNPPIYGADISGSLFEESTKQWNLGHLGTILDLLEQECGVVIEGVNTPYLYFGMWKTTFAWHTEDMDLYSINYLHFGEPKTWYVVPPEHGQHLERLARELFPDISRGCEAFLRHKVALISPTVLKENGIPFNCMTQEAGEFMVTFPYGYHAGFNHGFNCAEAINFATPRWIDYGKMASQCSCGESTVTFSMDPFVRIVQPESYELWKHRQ
L3MBTL1 block: blocks human L3MBTL1. Q9Y468. AlphaScreen L3MBTL1–H3K9me1 peptide binding. Potency, µM (highest dose often 57.1 µM), for the others: at the highest dose activity, negative = inhibition, actives largely listed as inhibitors. 0.66% of 230,000 active. AID 485360; also: % is scaled to controls: 0 for no effect and ±100 for the full control effect; nearly all actives have a fitted effect of over 60% in size
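L3MBTL1 50 nM + b-AHA-H3(1-15)K9me1 75 nM, 30 min RT; compound added, 30 min RT; streptavidin donor/Ni-chelate acceptor beads 10 ug/mL each final, 30 min RT dark; AlphaScreen read.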
RECQ1 inh: inhibitors of human RECQ1 DNA helicase; RECQ1 DNA unwinding, red fluorescence kinetic read; 0.54% of 240,000 active; P46063; Potency, µM (top dose mostly 57.3 µM), inactives show at the highest dose activity, negative = inhibition, hits mostly inhibitors; AID 2549;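 also: plate controls were vehicle for no effect and no enzyme for full effect; nearly all actives have a fitted effect of over 30% in size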
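50 nM RECQ1T1 preincubated 15 min with compound in Tris pH 8.0 buffer with MgCl2, DTT, Tween-20 and 2.5 ug/ml poly(dI-dC); started with 200 nM TAMRA/BHQ-2 forked duplex and 2 mM ATP. Unwinding read as fluorescence (525/598 nm), two reads 2 h apart.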
SMN2 splice up: increases expression of the SMN2 splice variant. HEK293 SMN2-luciferase splicing reporter, luminescence, 30-36 h. Potency, µM (highest dose often 46.1 µM), for the others: at the highest dose activity change, positive = activation, hits mostly activators. 2.8% of 210,000 active. AID 1458; also: % of control where 0% means no effect; nearly all actives have a fitted effect of over 55% in size
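HEK293 cells carry an SMN2 […]–luciferase reporter in which exon 7 inclusion puts luciferase in frame. Cells were plated 10-12 h before compound addition, then incubated 30-36 h at 37C. ONE-Glo luminescence was read; sodium butyrate at 4.5 mM final served as control.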
Tau fibril ThT: inhibitors of human tau fibril formation, thioflavin T binding; Potency, µM (doses to about 57.4 µM), inactives show top-dose activity, negative = inhibition, usual class: inhibitors; P10636; 2.1% of 270,000 active; recombinant tau K18 P301L (four-repeat tau fragment), heparin-induced fibrillization, ThT fluorescence; also: % is scaled to controls: 0 for no effect and ±100 for the full control effect; nearly all actives have a fitted effect of over 55% in size
Target sequence (P10636 561-689 P618L limits assumed): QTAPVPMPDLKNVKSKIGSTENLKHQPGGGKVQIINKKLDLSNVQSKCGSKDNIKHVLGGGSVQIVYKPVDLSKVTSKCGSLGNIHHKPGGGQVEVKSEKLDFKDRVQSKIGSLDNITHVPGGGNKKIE
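Heparin-induced (20 uM) aggregation of recombinant human K18 P301L tau, 15 uM unlabeled with 0.24 uM labeled, pH 7 acetate buffer, 6 hr at 37 C with compound. Fibrils quantified by 30 uM ThT fluorescence after 1 hr ambient incubation.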
Luc counter: blocks Kinase-Glo luciferase, a counter-screen artifact. Potency, µM (top dose mostly 38.3 µM), without a hit: at the highest dose activity change, negative = inhibition, hits mostly inhibitors. 0.28% of 200,000 active. Kinase-Glo luciferase, ATP luminescence, 8 min. Q27757; also: % is scaled to controls: 0 for no effect and ±100 for the full control effect; nearly all actives have a fitted effect of over 60% in size
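Compounds were added to a substrate mix at pH 7.2 (50 mM imidazole, 10 uM ATP, within the enzyme's linear range), followed by Kinase-Glo detection reagent; luminescence was measured after 8 minutes at ambient temperature.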
ALDH1A1 inh: ALDH1A1 (human) enzyme inhibition. P00352. Purified ALDH1A1, NADH fluorescence, propionaldehyde substrate. Potency, µM (highest dose often 75.3 µM), without a hit: at the top dose activity, negative = inhibition, hits mostly inhibitors. 7.3% of 220,000 active; active = well fitted inhibition curve with a large enough effect, not every such curve was filed as active; inconclusive = small, poorly fitted or top-dose-only effect, or another doubt; inactive = no such curve, though single readings can be large or run the other way;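 also: plate controls were no enzyme wells and a reference inhibitor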
The depositor's hits bear a star; i = inactive; ? = inconclusive; . = not tested or not shown; [ ] = another dose, or the depositor's remark. Unless noted, calls follow the shape of the dose curve; as a rule, active = well fitted curve in the direction sought with a large enough effect; inconclusive = small, poorly fitted or top-dose-only effect, or another doubt; inactive = no such curve, though single readings can be large; an effect the other way counts as inactive or inconclusive. Potency is read from the fitted curve at half-maximal effect.

Results follow in this order: Tau fibril ThT	ALDH1A1 inh	Luc counter	SMN2 splice up	Lamin A splicing	KDM4E inh	L3MBTL1 block	RECQ1 inh
Cc1ccc(CC(=O)Nc2nc3ccccc3[nH]2)cc1C
  1%	-1%	-1%	-6%	13%	3%	-2%	-19%
Cn1c(CN2CCCC2)nc2cc(NC(=O)c3cccs3)ccc21
  -15%	?	-5%	?	?	?	-5%	-4%
CCOC(=O)c1cn(CC)c2ccc(Br)cc2c1=O
  -5%	-9%	6%	-14%	?	-4%	-2%	-5%
CC(/C=N/N1C(=O)CSC1=S)=C\c1ccccc1
  ?	?	-8%	16%	-16%[46 µM]	-16%	10%	-7%
COc1ccc(N2CCN(Cc3nc4ccccc4n3C)CC2)cc1
  ?	-5%	-1%	-9%	?	4%	-7%	2%
CC(C)Cn1c(=O)c(C(=O)N/N=C/c2cccc(F)c2)c(O)c2ccccc21
  5%	7%	-3%	-31%[inhibitor]	?	2%	9%	-5%
Cc1ccc2c(c1)N(CCCC(=O)NCc1cccnc1)C(=O)CO2
  2%	0%	2%	8%	7%	10%	1%	-2%
Cc1ccc2cc(CCNC(=O)C(C)(C)C)c(=O)[nH]c2c1
  2%	-7%	2%	13%	-10%	?	3%	-15%
O=C(NC1CCCCC1)N1CCC(c2nc(-c3ccc(S(=O)(=O)N4CCCC4)cc3)no2)CC1
  13%	10%	3%	-60%[inhibitor]	-9%	?	-1%	-5%
COc1ccc(NC(=S)Nc2cccc(Cl)c2Cl)cc1OC
  -7%	?	-1%	-5%	?	-11%	4%	3%
Cc1cc(NC(=O)Cn2c(=O)n(CCCCC(=O)NC3CCN(Cc4ccccc4)CC3)c(=O)c3ccccc32)n[nH]1
  2%	-6%	0%	10%	-10%[46 µM]	-1%	33%[activator]	1%
CCO[C@@H]1OC(C(=O)N2CCN(C)CC2)=C[C@H](c2ccc(C(F)(F)F)cc2)[C@H]1CCCO
  2%	10%	.	.	.	-3%	4%	i
O=C(c1ccncc1)N1CCC[C@@]2(CCN(c3ccncc3)C2)C1
  .	9%	-1%	-3%	.	.	.	-2%
Cc1[nH]c(=O)[nH]c(=O)c1S(=O)(=O)N1CCN(c2ccccc2F)CC1
  -12%	-3%	2%	0%	2%	1%	-6%	7%
CCNS(=O)(=O)c1ccc(NC(=O)c2ccc(Cn3cc(Br)cn3)o2)cc1
  7%	17%	0%	-22%	?	-2%	8%	i
CC1CCN(C(=O)CSc2nnc(CN3CCOCC3)n2-c2ccccc2)CC1
  -1%	1.3µM*	-2%	10%	2%	-5%	0%	-9%
Nc1ccc(N)c(C(=O)O)c1
  14µM*	.	.	.	?	-6%	.	11µM*
O=S(=O)(c1ccccc1)N1CCN(c2cc(-c3ccccc3)nc3ncnn23)CC1
  -1%	?	-4%	-47%[inhibitor]	7%	?	-1%	-3%
CCSC1=C(C#N)C2(CCCC2)C(C#N)=C(N)N1
  0%	?	-6%	-47%[inhibitor]	-1%	12%	-9%	8%
NC(=O)c1ccsc1NC(=O)CSc1nnc2ccccn12
  -13%	-2%	-10%	17%	-5%[9.22 µM]	2%	?	-19%
O=C(Nc1ccc2c(c1)OCO2)C1CCCN(S(=O)(=O)c2cccs2)C1 (stereo unspecified)
  -3%	-8%	0%	-11%	2%	3%	-1%	i
COC(=O)c1ccccc1NS(=O)(=O)c1ccc2c3c(cccc13)C(=O)N2
  ?	?	-2%	3%	18%	?	9%	-3%
Cc1ccc(-c2nc3ccccc3[nH]2)cc1NC(=O)/C=C/c1ccco1
  ?	13µM*	-7%	7%	13%	?	?	-22%
Cc1ccc(-c2nnn(CC(=O)NC3CCCc4ccccc43)n2)cc1 (stereo unspecified)
  -6%	5%	2%	-11%	-4%	-4%	2%	-12%
CCNc1ncc2nc(-c3cc(F)cc(F)c3)c(=O)n(-c3ccccc3)c2n1
  .	?	-2%	-4%	.	.	.	-5%
CCN(CC)c1ccc(N)cc1S(=O)(=O)Nc1ccccc1OC
  25µM*	.	.	.	.	-14%	-7%	-6%
COC(=O)c1ccc(NC(=O)CSc2nnc(C)n2-c2ccccc2)cc1
  5%	?	4%	-6%	-1%	-4%	.	i

Compound profiles (already shown). Order of values: Tau fibril ThT | ALDH1A1 inh | Luc counter | SMN2 splice up | Lamin A splicing | KDM4E inh | L3MBTL1 block | RECQ1 inh
COc1ccc(N2CCN(Cc3nc4ccccc4n3C)CC2)cc1 is listed as ? | -5% | -1% | -9% | ? | 4% | -7% | 2%
Cc1cc(NC(=O)Cn2c(=O)n(CCCCC(=O)NC3CCN(Cc4ccccc4)CC3)c(=O)c3ccccc32)n[nH]1 is listed as 2% | -6% | 0% | 10% | -10%[46 µM] | -1% | 33%[activator] | 1%

Structural class, the entries above with an aryl methoxy group (3)
Results follow in this order: Tau fibril ThT	ALDH1A1 inh	Luc counter	SMN2 splice up	Lamin A splicing	KDM4E inh	L3MBTL1 block	RECQ1 inh
COc1ccc(N2CCN(Cc3nc4ccccc4n3C)CC2)cc1
  ?	-5%	-1%	-9%	?	4%	-7%	2%
COc1ccc(NC(=S)Nc2cccc(Cl)c2Cl)cc1OC
  -7%	?	-1%	-5%	?	-11%	4%	3%
CCN(CC)c1ccc(N)cc1S(=O)(=O)Nc1ccccc1OC
  25µM*	.	.	.	.	-14%	-7%	-6%

The list is partial; the hit share may differ from the screen's.
